# ABCB6 inh 2: ABCB6 transporter inhibitors, primary screen, K562-ABCB6 cells, flow cytometry, MLPCN library. K562-ABCB6 porphyrin accumulation, 1 h; active compounds read low. fluorescence ratio to DMSO, % at 10 µM. ATP-binding cassette sub-family B member 6 (Homo sapiens), Q9NP58. hit rate 0.19% among 360,000;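 active means fluorescence ratio to DMSO below 75%, the collection mean minus 3 SD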;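 further: signal is porphyrin accumulated inside mitochondria; 100% equals median channel fluorescence of DMSO control wells; lower ratio means ABCB6 inhibition with less porphyrin fluorescence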
# Target sequence (Q9NP58 whole entry, looked up): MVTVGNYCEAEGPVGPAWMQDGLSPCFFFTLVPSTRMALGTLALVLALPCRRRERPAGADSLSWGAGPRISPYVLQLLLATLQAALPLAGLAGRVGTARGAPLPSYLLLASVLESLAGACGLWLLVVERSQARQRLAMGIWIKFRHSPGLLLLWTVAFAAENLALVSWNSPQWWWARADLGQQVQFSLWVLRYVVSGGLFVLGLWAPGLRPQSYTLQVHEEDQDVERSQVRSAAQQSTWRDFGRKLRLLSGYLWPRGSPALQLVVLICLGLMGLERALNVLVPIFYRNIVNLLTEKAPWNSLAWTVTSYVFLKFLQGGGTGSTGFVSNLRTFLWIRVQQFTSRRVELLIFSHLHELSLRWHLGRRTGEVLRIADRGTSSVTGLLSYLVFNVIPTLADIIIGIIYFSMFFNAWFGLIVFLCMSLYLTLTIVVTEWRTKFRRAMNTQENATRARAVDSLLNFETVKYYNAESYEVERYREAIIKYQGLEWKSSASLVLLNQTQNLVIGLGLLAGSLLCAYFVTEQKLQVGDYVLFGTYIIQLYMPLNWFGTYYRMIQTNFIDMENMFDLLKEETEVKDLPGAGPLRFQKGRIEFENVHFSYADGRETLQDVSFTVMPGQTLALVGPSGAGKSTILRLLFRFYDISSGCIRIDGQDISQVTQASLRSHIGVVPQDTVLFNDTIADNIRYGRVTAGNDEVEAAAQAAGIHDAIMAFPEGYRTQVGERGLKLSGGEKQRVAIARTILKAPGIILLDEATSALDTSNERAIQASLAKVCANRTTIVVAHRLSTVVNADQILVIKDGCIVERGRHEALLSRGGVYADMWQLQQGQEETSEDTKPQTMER
# HTR2A ag: mouse Htr2a agonists via beta-arrestin recruitment, primary screen, cell-based, luminescence. 5-hydroxytryptamine receptor 2A (Mus musculus), P35363. CHO-K1 mHTR2A beta-arrestin complementation; percent of 30 µM serotonin response. activation, % at 7.6 µM. hit rate 0.66% among 360,000. AID 624169, 2012;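 active means activation above a run cutoff, the mean activation of all tested compounds plus 3 SD, cut at about 14% in these data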;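 further: 0% = plate median of compound wells and 100% = 30 µM serotonin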
# Cardio protect: cardioprotection against H2O2-induced cell death, primary screen, uHTS, H9c2 cells, ATPLite luminescence | hit rate 0.63% among 360,000 | protection from H2O2 cell death, % at 20 µM | H9c2 cardiomyocytes, H2O2 injury protection, 2 h;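 active means compounds giving at least 50% protection of heart cells from peroxide-induced death in the single-dose screen, raw or plate-pattern-corrected value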;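 further: 0% = DMSO wells with peroxide and 100% = DMSO wells without peroxide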
# ABHD5-PLIN5 inh: ABHD5-PLIN5 interaction inhibitors, primary screen, cell lysate, split luciferase complementation, luminescence | Perilipin-5 (Homo sapiens) + 1-acylglycerol-3-phosphate O-acyltransferase ABHD5 (Homo … | Split G. princeps luciferase complementation, 4 h | inhibition, % at 4 µM | hit rate 0.78% among 360,000 | AID 602281, 2012;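 active means inhibition above the mean inhibition across every tested compound plus 3 SD, cut at about 22% in these data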;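 further: 0% = DMSO only wells and the 100% control is not disclosed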
# MC4R antagonist: MC4R antagonists of cAMP signaling, primary screen, cell-based, TR-FRET, antagonist arm of biased-ligand search; Melanocortin receptor 4 (Homo sapiens), P32245; MC4R-expressing cells, MTII-stimulated cAMP, LANCE TR-FRET; inhibition, % at 6.5 µM; hit rate 0.48% among 360,000; AID 540295, 2011;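 active means inhibition above its plate's cutoff, the mean of tested wells on that plate plus 3 SD, cut at about 29% in these data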;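 further: 0% = Melanotan II alone and 100% = Melanotan II plus saturating MCL0020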
#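 Material: U2OS-MC4R stable cell line | Reagent: Melanotan II challenge after compound preincubation | Doses: One concentration, 6.5 µM nominal | Incubation: 30-min compound preincubation, 1-h Melanotan II challenge, 1-h detection, room temperature | Signal: TR-FRET cAMP assay | Replicates: One well per compound, no replicates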
# TLR9-MyD88 inh: inhibitors of TLR9-MyD88 association in cells, primary screen, cell-based, CHO, BLA complementation, fluorescence; Toll-like receptor 9 (Homo sapiens) + Myeloid differentiation primary response protein …; CCF4 FRET ratio; inhibition, % at 4.98 µM; hit rate 0.21% among 340,000;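 active means inhibition above the mean over all tested compounds plus 3 SD, cut at about 21% in these data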;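 further: 0% = DMSO only wells and 100% = clavulanate BLA inhibitor control wells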
# Glyco luc inh: increase of ERlucT glycosylation luciferase signal, primary screen, N-linked glycosylation inhibitor project, D54 ERlucT cells, luminescence, set 2; D54 ERlucT glycosylation luciferase reporter, 24 h; percent of 100 nM tunicamycin response; reporter increase, % at 12.5 µM; hit rate 0.23% among 360,000; AID 588692, 2011;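 active means mean luciferase reporter signal, scaled so untreated is 0 and the glycosylation-blocking control 100, at or above a set limit in every replicate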;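 further: luciferase carries N-glycosylation sites so blocking glycosylation raises the light; 0% = median of neutral control wells and 100% = median of 100 nM tunicamycin wells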
# NCOA2 inhibitor: inhibition of GAL4-SRC2 driven luciferase reporter, primary screen, SRC2 inhibitor project, cell-based, luminescence. HEK293 GAL4-SRC2 luciferase reporter. inhibition, % at 9 µM. hit rate 0.17% among 370,000;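 active means inhibition above the mean inhibition of all tested compounds plus 3 SD, set per campaign, cut at about 52% in these data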;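 further: 0% = DMSO treated cells and 100% = cells given Gossypol at 36 µM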
# NOD2 RIPK2 PPI: NOD2-RIPK2 binding disruptors in cells, primary screen, fluorescence, CHO cells, BLA complementation. CCF4 ratio. inhibition, % at 4.98 µM. Receptor-interacting serine/threonine-protein kinase 2 (Homo sapiens), O43353. hit rate 0.38% among 360,000; in the data active means inhibition above about 21%;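 further: 0% = vehicle only and 100% = reference blocker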
# MC4R barr agon: MC4R agonists recruiting beta-arrestin, primary screen, cell-based, luminescence, agonist arm of biased-ligand search | Melanocortin receptor 4 (Homo sapiens), P32245 | U2OS MC4R beta-arrestin complementation; percent of melanotan II response, DMSO zero | activation, % at 8.9 µM | hit rate 0.98% among 360,000;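 active means activation above a per-plate cutoff, the mean activation of sample wells on that plate plus 3 SD, cut at about 8% in these data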
# * hit, by the source's call; . = not tested or not shown. Not all compounds are listed; rates above refer to the full screens.
SMILES,ABCB6 inh 2,HTR2A ag,Cardio protect,ABHD5-PLIN5 inh,MC4R antagonist,TLR9-MyD88 inh,Glyco luc inh,NCOA2 inhibitor,NOD2 RIPK2 PPI,MC4R barr agon
CN1CCN(Cc2nc3ccccc3n2C)CC1CCO (configuration not stated),100.0,-1.2,6.3,-1.2,13.4,-1.2,1.1,-8.2,-5.2,-0.8
COc1ccc(NC(=O)CCCn2cnc3ccccc3c2=O)cc1,103.0,1.1,6.4,-11.2,13.1,-3.2,0.0,-21.7,-9.3,1.6
COc1ccc(CNC(=O)c2cnc(C)cn2)cc1,102.0,1.7,12.9,1.1,4.7,1.9,-2.7,-22.2,-9.8,0.9
Cc1ccc(CN2CCN(/N=C/c3ccc(N(C)C)cc3)CC2)cc1,98.0,-4.3,-4.2,-2.1,3.7,.,-3.6,-4.1,0.9,0.3
COc1ccc(C(=O)c2c3ccc(OC)cc3[n+]([O-])n2Cc2ccc(C(N)=O)cc2)cc1,101.0,-0.2,4.1,1.7,7.5,12.9,4.5,-79.7,-6.3,0.9
C#Cc1ccc(NC(=O)C2(C)CCN2C(=O)C2(c3ccccc3)CCCC2)cc1 (configuration not stated),97.0,-1.9,-17.6,-5.6,5.4,.,-7.8,13.8,-18.4,-0.8
CCN1CCN(C(=O)c2cc(COc3ccc(F)c(F)c3)on2)[C@@H](C)C1=O,98.0,-0.9,-8.6,-11.3,-9.5,-10.1,-1.3,-32.7,3.4,0.7
Cc1ccc(CNCc2ccc3c(c2)OCO3)c(C)c1,103.0,-1.8,0.9,-1.2,-1.6,6.0,-0.1,-6.8,-7.6,-0.9
CCc1nc(SCC(=O)N2CC(=O)Nc3ccccc32)c2c(C)c(C)sc2n1,98.0,-1.5,6.1,-6.1,1.0,-4.5,-3.6,13.1,-9.6,-0.5
Cc1c2n(c3ccccc13)CC/C2=N\O,89.0,1.7,4.0,-5.0,-2.3,5.6,-3.0,-13.7,8.7,0.0
CC(NC(=O)N(Cc1ccccc1)Cc1ccc2c(c1)OCO2)(C(F)(F)F)C(F)(F)F,99.0,-3.7,2.6,6.2,-1.6,6.5,-1.4,-17.1,3.9,-0.5
CS(=O)(=O)c1ccccc1C(=O)Nc1ccc(-c2nc3ccccc3[nH]2)cc1,96.0,-2.4,2.8,3.0,-0.8,6.1,-0.9,-18.2,-3.2,-2.5
O=C(Nc1cccnc1)OC1CCCC1,85.0,-2.4,-4.4,-3.4,-0.2,2.7,-0.4,-38.6,4.7,-0.6
COc1cc(OC)cc(-c2c(Sc3ccccc3)c3cc(-c4cnc(N5CCOCC5)nc4)ccc3n2C)c1,107.0,-1.1,.,-1.2,.,.,.,-19.3,-2.9,.
Cc1ccc(-n2cnc3sc(C)c(C)c3c2=O)cc1,98.0,1.1,-4.2,0.3,11.0,-8.4,-1.1,-36.5,-0.8,-0.9
Cc1ccccc1C(=O)NC1CCN(Cc2nnnn2C2CCCC2)CC1,92.0,-3.1,0.2,3.4,0.2,6.6,2.0,-1.0,-8.6,-1.2
CCC/C(O)=C1\C(=O)CCCC1=NC(C)C(=O)O (configuration not stated),96.0,-3.3,3.6,5.6,0.8,-2.1,0.5,6.3,-4.0,-1.0
COc1ccc(NCc2nnc(SCC#N)n2-c2ccccc2OC)cc1,86.0,-0.1,0.7,-0.8,2.5,9.9,0.8,-15.8,1.3,-2.1
CN(C)C(=O)CCc1ccc2c3c([nH]c2c1)[C@]1(C)[C@@H](C(=O)N2CCOCC2)C[C@H](CC(=O)NC(C)(C)C)C(=O)N1CC3,102.0,0.6,9.5,4.3,3.9,1.2,4.5,-38.5,15.5,-2.7
Cc1ccc(S(=O)(=O)N2C[C@@H]3[C@H]4CC[C@H](C4)[C@@H]3[C@@H](C)[C@@H]2c2cn(Cc3ccccc3)c3ccc(F)cc23)cc1,100.0,2.0,-20.6,-6.7,0.5,-0.9,-11.2,-32.0,-10.4,-2.3
CCc1ccccc1NS(=O)(=O)c1ccc2[nH]cc(C(=O)NCc3ccco3)c(=O)c2c1,115.0,-1.8,0.5,-7.2,-2.8,3.9,-0.9,-19.9,-1.5,-2.0
O=S(=O)(NCC[C@@H]1CC[C@H](NS(=O)(=O)c2cccc(F)c2)[C@@H](CO)O1)c1cccc(F)c1,.,7.3,.,3.0,.,.,.,19.5,9.4,.
CCCCCOc1ccc(C(=O)NCC2(c3ccccc3)CCOCC2)cc1,105.0,-7.8,-4.8,1.4,8.9,-4.0,-4.5,17.9,-5.4,1.8
CCc1nc2c(OCc3cccc(Cl)c3)cccn2c1N(C)C(=O)Nc1ccccc1OC,94.0,0.6,2.4,8.4,2.1,.,-2.4,-11.8,-3.5,-1.9
COCCn1ccc2c(OCC(=O)NCc3ccccc3)cccc2c1=O,96.0,-2.4,9.6,1.0,7.9,-4.7,-1.1,10.5,-12.3,-0.3

# Continued, overlapping the part above by 2 compounds.
SMILES,ABCB6 inh 2,HTR2A ag,Cardio protect,ABHD5-PLIN5 inh,MC4R antagonist,TLR9-MyD88 inh,Glyco luc inh,NCOA2 inhibitor,NOD2 RIPK2 PPI,MC4R barr agon
CCc1nc2c(OCc3cccc(Cl)c3)cccn2c1N(C)C(=O)Nc1ccccc1OC,94.0,0.6,2.4,8.4,2.1,.,-2.4,-11.8,-3.5,-1.9
COCCn1ccc2c(OCC(=O)NCc3ccccc3)cccc2c1=O,96.0,-2.4,9.6,1.0,7.9,-4.7,-1.1,10.5,-12.3,-0.3
COc1ccc(C(=O)N[C@H](C(=O)OCCCOC(=O)[C@@H](NC(=O)c2ccc(OC)cc2)C(C)C)C(C)C)cc1,101.0,7.3,-10.1,-7.0,2.9,3.0,1.2,-9.6,0.0,0.8
Cc1cc2ccccc2n1CCNC(=O)C1CCCC1,110.0,2.2,15.5,0.1,-0.6,-3.4,0.0,6.8,-9.1,-1.8
CCSC1=C(C#N)C(c2cccc(Br)c2)CC(=O)N1 (configuration not stated),98.0,4.3,2.5,-7.4,1.8,0.6,1.9,7.5,-6.0,0.4
CCOc1ccc(S(=O)(=O)NCc2ccncc2)cc1NC(=O)c1ccccc1,92.0,-1.4,-17.0,13.5,5.0,2.6,-0.5,28.8,0.4,-2.1
Oc1oc(-c2ccccc2)nc1C=NCc1ccccc1,98.0,-2.1,4.3,-5.1,9.7,2.0,2.5,-22.8,-7.8,0.9
CN1C(=O)C2C3c4ccccc4C(c4ccccc43)[C@@H]2C1=O (some centres not stated),97.0,6.6,-2.9,-1.4,6.9,-17.0,1.5,-12.9,0.1,-1.4
CCOC(=O)N1CCC(NC(=O)C(CC(C)C)NC(=O)C2CCCCC2)CC1 (configuration not stated),98.0,-4.1,-0.1,-2.4,-0.1,-4.1,-0.1,2.5,-4.9,-1.5
O=C(O)CCN=C1CCCc2ccccc2N1,94.0,7.2,-4.6,3.9,4.9,8.5,2.1,16.5,2.7,-1.1
CC(NC(=O)c1ccc(N(C)C)cc1)c1ccc(F)cc1 (configuration not stated),97.0,-1.3,-2.2,-9.6,3.1,-0.7,0.7,13.2,-11.1,-0.6
Cc1noc(C)c1NC(=O)N(C)C[C@H]1Oc2ccc(NC(=O)C3CC3)cc2C(=O)N([C@H](C)CO)C[C@@H]1C,100.0,3.4,2.1,-4.2,-5.3,1.8,2.0,-3.8,7.1,-1.8
CNS(=O)(=O)c1ccc2c(c1)C(=O)c1cc(S(=O)(=O)NC)ccc1CC2,98.0,-3.3,3.9,2.4,5.3,0.1,1.8,-12.9,-11.1,-1.7
COc1ccc2occ(C(C)=O)c2c1,98.0,2.8,0.8,6.8,-0.4,-108.3,1.6,-0.5,-1.3,1.4
Cn1c(-c2ncc(F)cc2F)cc2onc(-c3c(F)cccc3Cl)c2c1=O,94.0,-0.9,-8.5,-3.6,6.1,-3.9,-5.9,-60.4,-4.5,0.2
Cc1ccc(C(C)C)c(OCC(=O)c2c(O)c3ccccc3oc2=O)c1,95.0,4.6,8.5,2.4,-1.1,-4.1,-1.2,4.7,-7.8,-0.9
COc1ccccc1-c1noc(CCCC(=O)NC2CCCC2)n1,97.0,-0.6,-2.6,-0.9,7.1,17.8,0.9,-10.0,-2.9,-1.8
Cc1nc2ccccc2c(=O)n1/N=C/c1cccs1,92.0,-2.4,-2.7,4.8,8.9,-2.6,0.8,-15.3,5.2,-0.8
CC(C)(C)OC(=O)N1CCCC(C(=O)Nc2cccc(C(=O)N3CCCCC3)c2)C1 (configuration not stated),102.0,4.1,5.1,9.0,-0.3,-2.8,1.0,-0.6,-3.4,-0.9
O=c1c2cccnc2[nH]c(=S)n1CCC1=CCCCC1,101.0,3.7,5.6,4.3,3.6,-0.9,.,-0.2,-9.6,-1.9
CCOC(=O)CSc1nnc(-c2cccnc2)n1Cc1ccccc1,94.0,5.4,-8.4,6.5,8.6,-3.0,2.0,4.6,-8.8,0.1
Cc1ccc(C(=O)COC(=O)c2ccccc2N2C(=O)C3C4CCC(C4)C3C2=O)cc1C (configuration not stated),98.0,-2.5,-2.0,-3.0,3.5,6.8,-2.3,-5.0,-16.0,-0.9
COc1ccc(CNC(=O)COc2cc(=O)n(C)c3ccccc23)cc1,87.0,-2.5,14.6,-2.9,2.1,-14.5,3.9,-9.1,24.6*,0.6
CCCc1c(C(=O)N/N=C(\C)c2cc(C)sc2C)nnn1-c1nonc1N,99.0,14.0,-2.3,7.1,-4.9,2.1,0.5,10.2,-0.1,-0.8
CN(C(=O)CCc1nc2ccccc2c(=O)[nH]1)C1CCS(=O)(=O)C1 (configuration not stated),100.0,-2.4,75.8*,2.3,0.7,-0.2,-0.1,-24.1,-8.5,-1.1
Cc1c(C(=O)N2CCC(Cc3ccccc3)CC2)cccc1[N+](=O)[O-],102.0,1.2,-8.2,-1.4,11.9,0.4,-7.1,2.0,7.7,-0.4
CNC(=O)N1c2ccccc2C=Cc2ccccc21,99.0,-2.3,-4.8,1.2,13.9,1.7,1.2,-16.2,6.5,-0.3
COc1cccc(C=Nc2ccc(N3CCOCC3)cc2)c1O,97.0,-6.5,21.5,-11.2,3.0,-7.4,1.1,4.9,6.3,0.7
C=CCn1c(SCC(O)Cn2c3ccccc3c3ccccc32)nnc1-c1ccco1 (configuration not stated),107.0,-8.6,10.1,9.0,4.2,-2.5,-0.9,18.0,7.6,0.8

# Screening results deposited in PubChem by several laboratories.
